Gli-Sufu block – Gli-Sufu pathway antagonists, primary screen, luciferase luminescence, Sufu-KO-LIGHT cells, uHTS | Sufu-KO-LIGHT fibroblasts, Gli luciferase reporter luminescence | inhibition, % at 5 µM | 340,000 tested, 0.74% active;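 active = inhibition above about 55%, limit read from the data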;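 also: 0% = DMSO-treated cells and 100% = wells with medium but no cells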
CCR6 antag – CCR6 receptor antagonists, primary screen, cell-based, CHO-K1, luminescence, beta-arrestin, uHTS | C-C chemokine receptor type 6 (Homo sapiens), P51684 | CHO-K1 CCR6 PathHunter beta-arrestin, CCL20-stimulated | inhibition, % at 20 µM | 340,000 tested, 0.49% active | AID 493098, 2011;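 active = compounds whose inhibition of the agonist-driven luminescence signal at 20 µM reaches about 50%, limit read from the data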;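 also: cells stimulated with CCL20 at 14 nM final; plate controls were DMSO with CCL20 for no effect and DMSO without agonist for full effect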
Target sequence (P51684 whole entry, looked up): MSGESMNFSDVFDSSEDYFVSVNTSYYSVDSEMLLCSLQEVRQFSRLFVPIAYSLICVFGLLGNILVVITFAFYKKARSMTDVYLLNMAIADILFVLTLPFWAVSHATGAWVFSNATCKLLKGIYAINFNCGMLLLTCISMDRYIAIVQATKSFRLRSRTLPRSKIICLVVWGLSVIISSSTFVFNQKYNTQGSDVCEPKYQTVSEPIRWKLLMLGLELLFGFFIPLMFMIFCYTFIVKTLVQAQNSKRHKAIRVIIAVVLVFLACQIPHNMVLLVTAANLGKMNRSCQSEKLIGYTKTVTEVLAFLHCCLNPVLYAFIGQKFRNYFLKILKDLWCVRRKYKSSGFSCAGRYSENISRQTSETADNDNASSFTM
EBI2 antag – EBI2 receptor antagonists, beta-arrestin recruitment, primary screen, cell-based, luminescence, 7a,25-OHC stimulation, uHTS; G-protein coupled receptor 183 (Homo sapiens), P32249; 7a,25-OHC stimulated; inhibition, % at 5 µM; 360,000 tested, 0.81% active; in the data active = inhibition above about 38%;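 also: enzyme fragment complementation signal reports receptor beta-arrestin coupling in cells; 0% = agonist plus DMSO wells and 100% = wells without agonist; some results beyond the cut were filed as inactive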
Target sequence (P32249 whole entry, looked up, the tested form may be a part): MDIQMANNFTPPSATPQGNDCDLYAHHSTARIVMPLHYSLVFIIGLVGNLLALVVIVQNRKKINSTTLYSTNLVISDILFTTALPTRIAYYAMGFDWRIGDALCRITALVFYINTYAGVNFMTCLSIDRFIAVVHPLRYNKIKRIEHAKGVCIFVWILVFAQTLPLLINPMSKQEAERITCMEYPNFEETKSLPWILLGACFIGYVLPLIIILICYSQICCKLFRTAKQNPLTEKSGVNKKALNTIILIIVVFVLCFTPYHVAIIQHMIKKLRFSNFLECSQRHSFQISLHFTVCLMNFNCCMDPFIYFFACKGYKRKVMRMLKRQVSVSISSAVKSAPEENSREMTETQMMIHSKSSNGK
CXCR6 inh – CXCR6 receptor inhibitors, primary screen, cell-based, beta-arrestin, luminescence, CHO-K1 PathHunter, 1536-well. C-X-C chemokine receptor type 6 (Homo sapiens), O00574. inhibition, % at 20 µM. 360,000 tested, 0.36% active; in the data active = inhibition above about 34%, passing the limit was not always enough;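 also: antagonist mode with CXCL16 agonist at 10 nM final; 0% = 10 nM CXCL16 with DMSO and 100% = unstimulated wells without agonist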
Jurkat NFkB inh – inhibitors of induced NF-kB luciferase reporter, primary screen, TCR NF-kB activation inhibitor project, cell-based, luminescence, uHTS | Jurkat, PMA/ionomycin-induced NF-kB luciferase reporter | 330,000 tested, 0.53% active | AID 435003, 2010 | inhibition, % at 4 µM; in the data active = inhibition above about 50%
697 NFkB inh – inhibitors of PMA/ionomycin-induced NF-kB reporter, 697 cells, primary screen, B-cell NF-kB inhibitor project, cell-based, luminescence, uHTS. 330,000 tested, 0.33% active. 697 B-cell NF-kB luciferase reporter, 16 h. AID 435022, 2010. inhibition, % at 4 µM; in the data active = inhibition above about 35%
APJ antagonist – antagonists of human apelin receptor APJ, primary screen, CHO-K1 cells, beta-arrestin complementation, luminescence. inhibition, % at 20 µM. P35414. 330,000 tested, 0.32% active;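 active = inhibition above about 40% at 20 µM, limit read from the data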;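 also: cells challenged with 10 nM apelin-13 agonist together with compound; plate controls were apelin-13 plus DMSO wells for no effect and DMSO wells lacking apelin-13 for full effect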
UBC13 inh – UBC13 polyubiquitin chain formation inhibitors, primary screen, biochemical, TR-FRET, uHTS. inhibition, % at 20 µM. Ubiquitin-conjugating enzyme E2 N (Homo sapiens), P61088. 330,000 tested, 0.47% active; in the data active = inhibition above about 45%, passing the limit was not always enough
Target sequence (P61088 whole entry, looked up): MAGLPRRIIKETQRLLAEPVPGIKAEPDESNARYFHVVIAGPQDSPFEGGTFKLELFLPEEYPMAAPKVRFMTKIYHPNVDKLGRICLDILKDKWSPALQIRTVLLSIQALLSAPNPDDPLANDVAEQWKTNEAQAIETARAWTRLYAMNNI
* marks the source's active call; other numbers are inactive results. This is a random part of the collection; any-hit rate near 3%.

What do the screens show for `Cc1ccc(O)c(C=Nc2cc(C)ccc2O)c1`?
Gli-Sufu block: -3; CCR6 antag: 11; EBI2 antag: -19; CXCR6 inh: -8; Jurkat NFkB inh: -46; 697 NFkB inh: -86; APJ antagonist: -30; UBC13 inh: -1

What do the screens show for `COc1cc(C(=O)N2C[C@@H]3CCC[C@H]2C3)ccc1OC1CCN(C(C)=O)CC1`?
Gli-Sufu block: -1; CCR6 antag: -3; EBI2 antag: 1; CXCR6 inh: -4; Jurkat NFkB inh: -8; 697 NFkB inh: -9; APJ antagonist: -41; UBC13 inh: -8

Results for Cc1ccc(OCCNC(=O)Cc2ccc(S(=O)(=O)N3CCOCC3)s2)cc1 ?
Gli-Sufu block: 3; CCR6 antag: 5; EBI2 antag: 32; CXCR6 inh: 5; Jurkat NFkB inh: -1; 697 NFkB inh: -7; APJ antagonist: -9; UBC13 inh: -18

Results for CCc1nn(CCCC(=O)NC(C)c2ccccc2)c(=O)c2cc3occc3n12 (stereo not drawn) ?
Gli-Sufu block: 2; CCR6 antag: 17; EBI2 antag: -11; CXCR6 inh: -1; Jurkat NFkB inh: 7; 697 NFkB inh: -12; APJ antagonist: 20; UBC13 inh: 7

What do the screens show for `CC1Cc2ccccc2N1C(=S)NC1CCCC1` (stereo not drawn)?
Gli-Sufu block: -1; CCR6 antag: 5; EBI2 antag: 4; CXCR6 inh: 8; Jurkat NFkB inh: -4; 697 NFkB inh: -33; APJ antagonist: -4; UBC13 inh: -1

What do the screens show for `Cc1cc(NC(=O)CSc2ccc3nnc(-c4ccccn4)n3n2)no1`?
Gli-Sufu block: 1; CCR6 antag: -3; EBI2 antag: -4; CXCR6 inh: -8; Jurkat NFkB inh: 3; 697 NFkB inh: -4; APJ antagonist: -27; UBC13 inh: 2

Results for COc1ccc(N2C(=O)CCC(C(=O)NCc3ccccn3)C2c2ccc(OC)c(OC)c2)cc1 (stereo not drawn) ?
Gli-Sufu block: 4; CCR6 antag: -7; EBI2 antag: 1; CXCR6 inh: 1; Jurkat NFkB inh: -25; 697 NFkB inh: 2; APJ antagonist: 7; UBC13 inh: -5

What do the screens show for `Cc1sc(-c2ccccn2)nc1OC(=O)c1ccc(Cl)cc1`?
Gli-Sufu block: -3; CCR6 antag: -49; EBI2 antag: -16; CXCR6 inh: 4; Jurkat NFkB inh: 3; 697 NFkB inh: 23; APJ antagonist: 13; UBC13 inh: 4

How did Cc1ccc(-c2nnc(SCC(=O)NCCN3C(=O)CSC3=O)n2C)cc1 do in these assays?
Gli-Sufu block: -3; CCR6 antag: -1; EBI2 antag: -2; CXCR6 inh: -5; Jurkat NFkB inh: -31; 697 NFkB inh: 23; APJ antagonist: -11; UBC13 inh: 2

What do the screens show for `CCC(C)Sc1nc2c(c(=O)[nH]c(=O)n2C)n1CC(O)COc1cccc2ccccc12` (stereo not drawn)?
Gli-Sufu block: -20; CCR6 antag: 12; EBI2 antag: 4; CXCR6 inh: -3; Jurkat NFkB inh: -1; 697 NFkB inh: -12; APJ antagonist: 9; UBC13 inh: -4

How did CCOC(=O)CSc1nnc(NC(=O)c2cccc(S(=O)(=O)N3CCCC3)c2)s1 do in these assays?
Gli-Sufu block: 1; CCR6 antag: -21; EBI2 antag: -1; CXCR6 inh: 4; Jurkat NFkB inh: 1; 697 NFkB inh: 8; APJ antagonist: 2; UBC13 inh: 3

How did Cc1cccc(NC(=O)CN2C(=O)S/C(=C\c3cccn3-c3cccc(C(=O)O)c3)C2=O)c1 do in these assays?
Gli-Sufu block: -2; CCR6 antag: 7; EBI2 antag: 10; CXCR6 inh: 9; Jurkat NFkB inh: -2; 697 NFkB inh: 5; APJ antagonist: 9; UBC13 inh: -16

What do the screens show for `CCOc1ccc(OCC)c(NC(=O)CN(C)S(=O)(=O)c2ccc3nc(C)sc3c2)c1`?
Gli-Sufu block: 2; CCR6 antag: 0; EBI2 antag: 1; CXCR6 inh: -14; Jurkat NFkB inh: -19; 697 NFkB inh: -6; APJ antagonist: -7; UBC13 inh: 3

What do the screens show for `COc1ccccc1NC(=O)CSCC(N)=O`?
Gli-Sufu block: 3; CCR6 antag: 4; EBI2 antag: -4; CXCR6 inh: 2; Jurkat NFkB inh: 12; 697 NFkB inh: 15; APJ antagonist: 15; UBC13 inh: 6

What do the screens show for `Cc1cc(C(=O)NN=C2C3CC4CC(C3)CC2C4)c2ccccc2n1`?
Gli-Sufu block: 21; CCR6 antag: 3; EBI2 antag: -5; CXCR6 inh: -9; Jurkat NFkB inh: -7; 697 NFkB inh: 7; APJ antagonist: 0; UBC13 inh: 7

Results for COc1cc(NC(=O)c2ccc(C(C)(C)C)cc2)c(OC)cc1NC(=O)CN1CCCCC1 ?
Gli-Sufu block: 40; CCR6 antag: 8; EBI2 antag: 25; CXCR6 inh: 12; Jurkat NFkB inh: 15; 697 NFkB inh: -38; APJ antagonist: 20; UBC13 inh: 8

Results for O=C(Nc1nnc(-c2ccco2)o1)C1CC1 ?
Gli-Sufu block: 9; CCR6 antag: 0; EBI2 antag: -2; CXCR6 inh: 5; Jurkat NFkB inh: -9; 697 NFkB inh: 17; APJ antagonist: 16; UBC13 inh: -7

Results for O=C(/C=C/c1ccccc1Cl)NC1CCCCC1 ?
Gli-Sufu block: -43; CCR6 antag: 16; EBI2 antag: 9; CXCR6 inh: 0; Jurkat NFkB inh: -55; 697 NFkB inh: -53; APJ antagonist: 8; UBC13 inh: -4

What do the screens show for `O=C(NC1(N2CCOCC2)CC1)c1ccc(Cl)cc1`?
Gli-Sufu block: 4; CCR6 antag: 6; EBI2 antag: -2; CXCR6 inh: -5; Jurkat NFkB inh: -15; 697 NFkB inh: -2; APJ antagonist: -4; UBC13 inh: -6

How did CC(C)(C)OC(=O)N(CCc1ccccc1)Cc1ccccc1OCc1cccc(NC(=O)C2CCC2)c1 do in these assays?
Gli-Sufu block: 8; CCR6 antag: 1; EBI2 antag: 25; CXCR6 inh: 4

Results for C/C(=N\NC(=O)CN1CCOCC1)C(C)(C)C ?
Gli-Sufu block: -12; CCR6 antag: -1; EBI2 antag: -1; CXCR6 inh: -5; Jurkat NFkB inh: 10; 697 NFkB inh: 1; APJ antagonist: 11; UBC13 inh: 2

What do the screens show for `COC(=O)c1cccnc1NC(=S)NNC(=O)c1ccccc1`?
Gli-Sufu block: -21; CCR6 antag: 20; EBI2 antag: -2; CXCR6 inh: 9; Jurkat NFkB inh: 8; 697 NFkB inh: -5; APJ antagonist: 13; UBC13 inh: -2

How did CCOc1ccc(NC(=O)[C@@H]2CCC(=O)N2C2OC(=O)c3ccccc32)cc1 (stereo partly drawn) do in these assays?
Gli-Sufu block: -3; CCR6 antag: 5; EBI2 antag: 3; CXCR6 inh: -2; Jurkat NFkB inh: -13; 697 NFkB inh: 9; APJ antagonist: -46; UBC13 inh: 1

Results for COc1ccc(-c2cccc(CCC(=O)N3CCN(c4cc(C)ccc4C)CC3)c2)cc1 ?
Gli-Sufu block: 6; CCR6 antag: 32; EBI2 antag: 22; CXCR6 inh: 10; 697 NFkB inh: 11

Three structures out of the list, ordered by molar mass, lowest first.
What do the screens show for `COC(=O)c1cccnc1NC(=S)NNC(=O)c1ccccc1`?
Gli-Sufu block: -21; CCR6 antag: 20; EBI2 antag: -2; CXCR6 inh: 9; Jurkat NFkB inh: 8; 697 NFkB inh: -5; APJ antagonist: 13; UBC13 inh: -2

What do the screens show for `Cc1cc(NC(=O)CSc2ccc3nnc(-c4ccccn4)n3n2)no1`?
Gli-Sufu block: 1; CCR6 antag: -3; EBI2 antag: -4; CXCR6 inh: -8; Jurkat NFkB inh: 3; 697 NFkB inh: -4; APJ antagonist: -27; UBC13 inh: 2

How did Cc1ccc(-c2nnc(SCC(=O)NCCN3C(=O)CSC3=O)n2C)cc1 do in these assays?
Gli-Sufu block: -3; CCR6 antag: -1; EBI2 antag: -2; CXCR6 inh: -5; Jurkat NFkB inh: -31; 697 NFkB inh: 23; APJ antagonist: -11; UBC13 inh: 2

Remaining list, next part.
Results for COc1cc(C(=O)NCC(=O)N/N=C/c2cccc(OC(=O)c3ccco3)c2)cc(OC)c1OC ?
Gli-Sufu block: -8; CCR6 antag: 3; EBI2 antag: -4; CXCR6 inh: 0; Jurkat NFkB inh: 1; 697 NFkB inh: 14; APJ antagonist: 19; UBC13 inh: 4

What do the screens show for `COc1ccc(-c2noc(-c3ccoc3C)n2)cc1OC`?
Gli-Sufu block: -67; CCR6 antag: 7; EBI2 antag: 4; CXCR6 inh: 0; Jurkat NFkB inh: -68; 697 NFkB inh: -47; APJ antagonist: 8; UBC13 inh: 0

How did S=C1NCCOCCNC(=S)NCCOCCOCCN1 do in these assays?
Gli-Sufu block: 5; CCR6 antag: 8; EBI2 antag: 6; CXCR6 inh: 2; Jurkat NFkB inh: 1; 697 NFkB inh: 16; APJ antagonist: 3; UBC13 inh: 8

Results for COc1cccc(COCC(O)Cn2cnc3cc(C)c(C)cc32)c1 (stereo not drawn) ?
Gli-Sufu block: 3; CCR6 antag: 3; EBI2 antag: 12; CXCR6 inh: 5; Jurkat NFkB inh: 5; 697 NFkB inh: -3; APJ antagonist: -26; UBC13 inh: 9

Results for O=C(Nc1ccccc1)N(CCCN1CCOCC1)Cc1cccs1 ?
Gli-Sufu block: 11; CCR6 antag: 4; EBI2 antag: -5; CXCR6 inh: -1; Jurkat NFkB inh: 9; 697 NFkB inh: 5; APJ antagonist: 7; UBC13 inh: 2

Results for Cc1nn(C(=O)c2cccs2)c(N)c1-c1ccccc1 ?
Gli-Sufu block: -53; CCR6 antag: -18; EBI2 antag: 0; CXCR6 inh: 1; Jurkat NFkB inh: -80; 697 NFkB inh: -115; APJ antagonist: 9; UBC13 inh: 10

What do the screens show for `COc1ccccc1CN1C[C@@H]2C[C@@H](c3ccc4nsnc4c3)N3CCC[C@@]23C1=O`?
Gli-Sufu block: 30; CCR6 antag: 1; EBI2 antag: 7; CXCR6 inh: 0; Jurkat NFkB inh: -6; 697 NFkB inh: 2; APJ antagonist: -4; UBC13 inh: -5

Results for C[C@@]12C(=O)N(Cc3ccc(-c4ccccc4)cc3)CC(=O)N1[C@H](/C=C/c1ccccc1)[C@@H]1C(=O)N(c3ccccc3)C(=O)[C@@H]12 ?
Gli-Sufu block: -11; CCR6 antag: 7; EBI2 antag: -7; CXCR6 inh: 3; Jurkat NFkB inh: 10; 697 NFkB inh: 9; APJ antagonist: 3; UBC13 inh: 39

How did O=C(CSc1nnc(C2CC2)n1Cc1ccccc1)Nc1cccnc1Cl do in these assays?
Gli-Sufu block: -5; CCR6 antag: 12; EBI2 antag: 7; CXCR6 inh: -4; Jurkat NFkB inh: 1; 697 NFkB inh: 5; APJ antagonist: 11; UBC13 inh: -7

Results for Cn1c(=O)c2cc(NC(=O)c3ccccc3Cl)c(=O)oc2n(C)c1=O ?
Gli-Sufu block: -5; CCR6 antag: 7; EBI2 antag: 1; CXCR6 inh: 2; Jurkat NFkB inh: 8; 697 NFkB inh: 12; APJ antagonist: 5; UBC13 inh: -2

Results for CC(/C=N/NC(=O)c1nnn(-c2nonc2N)c1C(C)C)=C\c1ccco1 ?
Gli-Sufu block: 21; CCR6 antag: -10; EBI2 antag: 0; CXCR6 inh: -6; Jurkat NFkB inh: 1; 697 NFkB inh: -17; APJ antagonist: -18; UBC13 inh: -11

How did COc1ccccc1C(=O)N(C)CC(=O)Nc1ccc(N2CCOCC2)cc1 do in these assays?
Gli-Sufu block: -7; CCR6 antag: 3; EBI2 antag: -2; CXCR6 inh: -5; Jurkat NFkB inh: 2; 697 NFkB inh: 1; APJ antagonist: -5; UBC13 inh: 6

How did CC(C)NC(=O)C1CCCN(S(=O)(=O)c2cccc3nonc23)C1 (stereo not drawn) do in these assays?
Gli-Sufu block: -2; CCR6 antag: 5; EBI2 antag: -6; CXCR6 inh: -3; Jurkat NFkB inh: -3; 697 NFkB inh: 0; APJ antagonist: -6; UBC13 inh: 1

Compound activity from PubChem BioAssay.
